CHOP UPR activ: activators of apoptotic CHOP UPR arm, primary screen, cell-based, CHO-CHOP luciferase reporter, luminescence, uHTS; UPR activation; percent of tunicamycin response over DMSO baseline; activation, % at 10 µM; 330,000 tested, 0.34% active; AID 449763, 2010;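 active = at 10 µM dose, activation of 40% or more, normalized to positive control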;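 also: 100% = tunicamycin at 10 µg/mL and 0% = DMSO alone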
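System: CHO-CHOP luciferase reporter cell line | Buffer or medium: F12 medium containing 10% fetal bovine serum | Doses: One dose, 10 µM in 0.5% DMSO | Times: 6 h compound exposure at 37 °C after overnight seeding | Signal: Luciferase luminescence | Read-out: % activation vs tunicamycin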
EBI2 antag: EBI2 receptor antagonists, beta-arrestin recruitment, primary screen, cell-based, luminescence, 7a,25-OHC stimulation, uHTS. inhibition, % at 5 µM. 360,000 tested, 0.81% active. 7a,25-OHC stimulated. G-protein coupled receptor 183 (Homo sapiens), P32249. AID 651636, 2012; in the data active = inhibition above about 38%;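 also: enzyme fragment complementation signal reports receptor beta-arrestin coupling in cells; 0% = agonist plus DMSO wells and 100% = wells without agonist; some results beyond the cut were filed as inactive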
CXCR6 inh: CXCR6 receptor inhibitors, primary screen, cell-based, beta-arrestin, luminescence, CHO-K1 PathHunter, 1536-well; inhibition, % at 20 µM; 360,000 tested, 0.36% active; AID 602244, 2012; C-X-C chemokine receptor type 6 (Homo sapiens), O00574; in the data active = inhibition above about 34%, passing the limit was not always enough;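 also: antagonist mode with CXCL16 agonist at 10 nM final; 0% = 10 nM CXCL16 with DMSO and 100% = unstimulated wells without agonist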
Target sequence (O00574 whole entry, looked up): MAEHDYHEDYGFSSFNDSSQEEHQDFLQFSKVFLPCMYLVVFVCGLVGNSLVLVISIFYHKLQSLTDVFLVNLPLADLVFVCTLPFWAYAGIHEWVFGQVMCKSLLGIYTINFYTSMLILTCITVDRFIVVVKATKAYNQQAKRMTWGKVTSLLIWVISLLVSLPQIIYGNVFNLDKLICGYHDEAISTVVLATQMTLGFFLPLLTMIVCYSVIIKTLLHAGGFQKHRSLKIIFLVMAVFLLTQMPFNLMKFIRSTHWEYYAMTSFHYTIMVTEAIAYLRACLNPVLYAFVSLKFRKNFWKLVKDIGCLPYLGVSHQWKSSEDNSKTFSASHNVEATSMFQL
697 NFkB inh: inhibitors of PMA/ionomycin-induced NF-kB reporter, 697 cells, primary screen, B-cell NF-kB inhibitor project, cell-based, luminescence, uHTS; 697 B-cell NF-kB luciferase reporter, 16 h; inhibition, % at 4 µM; 330,000 tested, 0.33% active; AID 435022, 2010; in the data active = inhibition above about 35%
CCR6 antag: CCR6 receptor antagonists, primary screen, cell-based, CHO-K1, luminescence, beta-arrestin, uHTS | C-C chemokine receptor type 6 (Homo sapiens), P51684 | CHO-K1 CCR6 PathHunter beta-arrestin, CCL20-stimulated | inhibition, % at 20 µM | 340,000 tested, 0.49% active | AID 493098, 2011;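 active = compounds whose inhibition of the agonist-driven luminescence signal at 20 µM reaches about 50%, limit read from the data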;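 also: cells stimulated with CCL20 at 14 nM final; plate controls were DMSO with CCL20 for no effect and DMSO without agonist for full effect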
Target sequence (P51684 whole entry, looked up): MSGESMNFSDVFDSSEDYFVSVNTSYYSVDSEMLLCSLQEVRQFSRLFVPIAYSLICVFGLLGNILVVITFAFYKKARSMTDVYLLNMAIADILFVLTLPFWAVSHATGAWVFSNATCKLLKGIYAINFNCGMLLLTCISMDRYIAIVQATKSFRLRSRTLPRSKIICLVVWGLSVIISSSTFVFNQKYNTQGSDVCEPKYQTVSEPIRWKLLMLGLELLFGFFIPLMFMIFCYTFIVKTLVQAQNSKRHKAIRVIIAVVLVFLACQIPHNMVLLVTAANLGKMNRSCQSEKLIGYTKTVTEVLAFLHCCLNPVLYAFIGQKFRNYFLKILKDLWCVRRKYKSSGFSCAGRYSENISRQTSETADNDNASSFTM
Gli-Sufu antag: Gli-Sufu pathway antagonists, primary screen, luciferase luminescence, Sufu-KO-LIGHT cells, uHTS; Sufu-KO-LIGHT fibroblasts, Gli luciferase reporter luminescence; inhibition, % at 5 µM; 340,000 tested, 0.74% active; AID 588413, 2011;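 active = inhibition above about 55%, limit read from the data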;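 also: 0% = DMSO-treated cells and 100% = wells with medium but no cells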
Jurkat NFkB inh: inhibitors of induced NF-kB luciferase reporter, primary screen, TCR NF-kB activation inhibitor project, cell-based, luminescence, uHTS; Jurkat, PMA/ionomycin-induced NF-kB luciferase reporter; inhibition, % at 4 µM; 330,000 tested, 0.53% active; in the data active = inhibition above about 50%
UPR XBP1 act: activators of adaptive XBP1 UPR arm, primary screen, cell-based, CHO-XBP1 luciferase reporter, luminescence, uHTS | IRE1-XBP1 UPR activation; percent of tunicamycin response, DMSO as zero | activation, % at 20 µM | 330,000 tested, 0.33% active | AID 463104, 2010;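 active = versus positive control, 20 µM dose yields 30% or more activation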;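 also: 100% = tunicamycin at 10 µg/mL and 0% = DMSO only wells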
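Assay system: CHO-XBP1 luciferase reporter cells; Schedule: 6 h treatment, 37 °C; Detection: glow luminescence from Steady-Glo reagent; Benchmarks: high control tunicamycin 10 µg/mL final, low control DMSO vehicle only.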
Mdm2 MdmX PPI: inhibitors of human Mdm2-MdmX association, primary screen, cell-based, luminescence, split luciferase, SaOS-2, uHTS | Protein Mdm4 (Homo sapiens) + E3 ubiquitin-protein ligase Mdm2 (Homo sapiens), … | 330,000 tested, 3% active | inhibition, % at 8 µM | AID 485346, 2010 | SaOS-2 split-luciferase Mdm2/MdmX complementation;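 active = inhibition of at least 50% at 8 µM in the primary screen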
* marks the source's active call; other numbers are inactive results; . = not tested or not shown.

The opening two entries as a preview:
SMILES | CHOP UPR activ | EBI2 antag | CXCR6 inh | 697 NFkB inh | CCR6 antag | Gli-Sufu antag | Jurkat NFkB inh | UPR XBP1 act | Mdm2 MdmX PPI
CCc1cccc2c1NC1(CCCC1)CC2C (stereo not drawn) | -0.8 | 5.9 | 0.9 | 1.1 | 9.0 | -7.1 | -4.7 | -2.8 | 11.4
CC(C)(C)C1CCC(=NNC(=O)CN(c2ccccc2)S(C)(=O)=O)CC1 (stereo not drawn) | -0.5 | 0.6 | 0.0 | 10.2 | -2.0 | -2.7 | 9.5 | -2.8 | 2.4

Main list, from the first entry:
SMILES | CHOP UPR activ | EBI2 antag | CXCR6 inh | 697 NFkB inh | CCR6 antag | Gli-Sufu antag | Jurkat NFkB inh | UPR XBP1 act | Mdm2 MdmX PPI
CCc1cccc2c1NC1(CCCC1)CC2C (stereo not drawn) | -0.8 | 5.9 | 0.9 | 1.1 | 9.0 | -7.1 | -4.7 | -2.8 | 11.4
CC(C)(C)C1CCC(=NNC(=O)CN(c2ccccc2)S(C)(=O)=O)CC1 (stereo not drawn) | -0.5 | 0.6 | 0.0 | 10.2 | -2.0 | -2.7 | 9.5 | -2.8 | 2.4
CN(C)c1nc(Oc2ccc(C(=O)OCC(=O)Nc3ccccc3)cc2)nc(N(C)C)n1 | -2.7 | 15.9 | 10.6 | 0.3 | 3.4 | 33.4 | -18.7 | -4.2 | -0.5
CCOC(=O)N1CCC(NC(=O)CSc2cc(=O)n(CC)c3ccccc23)CC1 | 2.7 | 1.1 | 1.1 | 31.5 | 7.4 | 10.9 | 4.5 | -1.5 | 26.3
Cc1cccc(N2C(=O)CC(N3CCOCC3)C2=O)c1 (stereo not drawn) | -0.3 | -3.1 | 19.1 | 5.9 | 27.0 | 2.2 | -5.7 | -1.1 | -9.8
O=C(O)c1cccc(N/N=C(\N=Nc2ccccc2)c2ccccc2)c1 | 1.0 | -2.3 | 28.1 | 4.4 | 45.5 | 0.7 | -1.9 | 1.2 | 21.4
Cc1ccc2oc(C(=O)N(C)Cc3ccc(C)o3)c(C)c2c1 | 2.5 | 9.9 | 3.0 | -4.2 | 11.0 | -24.3 | -3.6 | -2.4 | 5.5
CCn1c(COc2ccc(C)cc2)nnc1SCc1ccc(C#N)cc1 | 0.0 | 3.0 | 5.1 | -12.3 | 2.9 | -7.6 | 1.5 | -0.3 | 11.5
O=C(CCN1C(=O)c2ccccc2C1=O)C1=NN[C@@H]2C(=O)N(c3ccc(F)cc3)C(=O)[C@H]12 | 1.2 | -9.3 | 15.0 | -6.9 | -11.4 | 27.5 | 19.8 | -1.2 | -43.3
COc1ccc(N(CC(=O)N/N=C/c2cc3ccc(OC)cc3nc2Cl)S(=O)(=O)c2ccccc2)cc1 | 1.1 | . | . | -19.4 | . | . | 1.2 | -0.2 | 31.5
CC(C)OC(=O)NCCOC(=O)Nc1cccc(Cl)c1 | 2.6 | -17.7 | -3.2 | -21.0 | -3.8 | 17.9 | -19.4 | 1.0 | -7.6
O=C(CSc1ncn[nH]1)Nc1cccc(S(=O)(=O)N2CCCCCC2)c1 | 4.1 | -4.7 | -2.9 | -6.3 | 12.4 | -0.1 | 12.9 | -3.5 | 14.1
COc1ccc(N(CC(=O)N2CCN(C)CC2)S(=O)(=O)c2ccccc2)cc1OC | -1.6 | 3.4 | 2.4 | 4.0 | 1.9 | 3.6 | -0.5 | -2.9 | -12.4
Cc1onc(-c2ccccc2)c1CNS(=O)(=O)c1ccc(F)cc1F | 0.4 | 10.8 | 5.3 | 21.0 | -5.9 | -1.8 | 8.6 | 0.1 | -1.7
COc1cc2c(cc1OC)C(C(=O)NCc1ccco1)C(c1cccs1)N(C)C2=O (stereo not drawn) | 0.2 | -8.7 | 4.2 | -3.2 | 22.1 | 3.7 | 8.3 | -1.0 | 2.5
CN1CCN(S(=O)(=O)c2ccc(NN)nc2)CC1 | 1.3 | 0.4 | -11.8 | 26.4 | -1.1 | -0.4 | 0.5 | 1.5 | 17.4
COc1ccc(OC)c(NC(=O)c2ccc(Cl)cc2)c1 | 0.1 | 1.9 | -0.9 | 5.6 | 15.8 | 0.0 | 0.8 | 4.1 | 27.2
Cc1ccc2nc(/C(C#N)=C/c3ccc(-c4cccc([N+](=O)[O-])c4)o3)[nH]c2c1 | . | 8.1 | 11.7 | . | 18.0 | 5.9 | . | . | .
Cc1ccc2c(Cl)cc(Cl)c(OCC(=O)N3CCOCC3)c2n1 | 0.6 | -3.2 | -1.1 | 13.5 | 6.5 | 1.2 | -12.6 | 0.2 | 17.1
Cc1nnc(SCC(=O)Nc2sc3c(c2C#N)CCCCC3)n1N | 0.6 | -0.5 | 0.3 | -41.3 | -11.6 | 9.9 | -9.5 | -4.1 | -16.5
COc1ccc(S(=O)(=O)N2CCC(C(=O)N[C@H](C(=O)NC3CCCC3)C(C)C)CC2)cc1 | 1.1 | -4.8 | 5.4 | 10.6 | -1.1 | -6.1 | 5.6 | -5.5 | 8.2
O=C(CCC(=O)N1CCOc2ccc(Cl)cc21)N1CCN(c2ccccn2)CC1 | -1.1 | -4.2 | 5.4 | -1.0 | 18.0 | 5.7 | -8.5 | 0.9 | -17.3
Cc1nc2ccc(F)cc2cc1C(=O)Nc1cccc(Cl)c1C | 0.1 | -5.3 | 0.8 | 4.3 | -7.6 | -3.1 | 1.6 | -2.9 | 1.7
COc1ccc(-c2csc(Nc3cccc(C)n3)n2)cc1 | 5.1 | 12.4 | -6.7 | -258.7 | -5.2 | -126.3 | -120.8 | -2.2 | -185.1
COc1ccc(-c2nc(-c3ccccn3)nc(N3CCN(C)CC3)c2C#N)cc1 | 1.2 | -7.6 | -4.9 | -4.1 | 4.1 | -9.9 | -2.9 | -0.9 | -10.0
COc1cc(C(=O)NC2CCCc3ccccc32)cc(OC)c1OC (stereo not drawn) | 0.8 | -8.2 | 2.5 | 8.8 | 9.6 | 37.0 | -1.5 | -2.5 | 39.7
Cc1cc(NC(=O)c2ccco2)c(=O)n(Cc2c(F)cccc2Cl)c1 | -0.4 | -4.2 | 7.5 | 22.0 | 8.6 | -2.2 | -5.5 | 3.1 | 18.6
COC(=O)[C@@H]1CCCN1C(=O)CCc1nnc(CCC2CCCCC2)o1 | 3.5 | -13.7 | 3.0 | -16.0 | 4.5 | -3.6 | -21.5 | 0.6 | -79.1
COc1ccc(Cn2c(=S)[nH]c3cc(C(=O)NCCCN4CCOCC4)ccc3c2=O)cc1 | 1.2 | 9.4 | 4.7 | -7.2 | 7.6 | 13.5 | -15.6 | -8.2 | 2.0

Sorted by molecular weight (highest first): part of the list above.
SMILES | CHOP UPR activ | EBI2 antag | CXCR6 inh | 697 NFkB inh | CCR6 antag | Gli-Sufu antag | Jurkat NFkB inh | UPR XBP1 act | Mdm2 MdmX PPI
COc1ccc(Cn2c(=S)[nH]c3cc(C(=O)NCCCN4CCOCC4)ccc3c2=O)cc1 | 1.2 | 9.4 | 4.7 | -7.2 | 7.6 | 13.5 | -15.6 | -8.2 | 2.0
O=C(CCC(=O)N1CCOc2ccc(Cl)cc21)N1CCN(c2ccccn2)CC1 | -1.1 | -4.2 | 5.4 | -1.0 | 18.0 | 5.7 | -8.5 | 0.9 | -17.3
COc1ccc(-c2nc(-c3ccccn3)nc(N3CCN(C)CC3)c2C#N)cc1 | 1.2 | -7.6 | -4.9 | -4.1 | 4.1 | -9.9 | -2.9 | -0.9 | -10.0
COC(=O)[C@@H]1CCCN1C(=O)CCc1nnc(CCC2CCCCC2)o1 | 3.5 | -13.7 | 3.0 | -16.0 | 4.5 | -3.6 | -21.5 | 0.6 | -79.1
Cc1cc(NC(=O)c2ccco2)c(=O)n(Cc2c(F)cccc2Cl)c1 | -0.4 | -4.2 | 7.5 | 22.0 | 8.6 | -2.2 | -5.5 | 3.1 | 18.6
Cc1ccc2c(Cl)cc(Cl)c(OCC(=O)N3CCOCC3)c2n1 | 0.6 | -3.2 | -1.1 | 13.5 | 6.5 | 1.2 | -12.6 | 0.2 | 17.1
Cc1nc2ccc(F)cc2cc1C(=O)Nc1cccc(Cl)c1C | 0.1 | -5.3 | 0.8 | 4.3 | -7.6 | -3.1 | 1.6 | -2.9 | 1.7
COc1ccc(-c2csc(Nc3cccc(C)n3)n2)cc1 | 5.1 | 12.4 | -6.7 | -258.7 | -5.2 | -126.3 | -120.8 | -2.2 | -185.1
